Screens as filed in PubChem.
KCNQ1 pot: potentiators or activators of KCNQ1 channel, primary screen, cell-based, thallium flux, high-throughput; B-score at 10 µM; actives 0.35% (n = 310,000); CHO-K1 KCNQ1, thallium flux FluxOR fluorescence; hits give high values; AID 2648, 2010;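 active = fluorescence ratio B-score, a plate-corrected score, at least three library SD, with initial intensity B-score within 5 SD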
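assay system = CHO-K1 cells stably expressing KCNQ1 | medium = assay buffer, equal DMSO in all wells | timing = 37 °C overnight plating, 90-min dark dye load, 20-min compound pretreatment | measured by = kinetic FluxOR thallium fluorescence, 10-s 1-Hz baseline, 110-s post-stimulus read | measure = fluorescence change relative to baseline, converted to B score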
KCNQ1 block: inhibitors of human KCNQ1 channel, primary screen, cell-based, thallium flux, high-throughput; Potassium voltage-gated channel subfamily KQT member 1 (Homo sapiens), P51787; CHO-K1 KCNQ1, FluxOR thallium flux fluorescence; hits give high values; B-score at 10 µM; actives 1.3% (n = 310,000); AID 2642, 2010;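 active = compounds whose thallium flux B-score, printed positive for inhibition, exceeds three library SD while starting fluorescence stays within three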;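 note: channel opened by potassium depolarization with thallium stimulus after 20 min compound exposure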
DYRK1A inh: rat Dyrk1A kinase inhibitors, primary screen, biochemical, single point, plate reader. inhibition, % at 12.5 µM. ADP-Glo luminescence, NFATc1 peptide. actives 0.43% (n = 310,000). AID 504441, 2011; in the data active = inhibition above about 50%;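 note: plate controls were vehicle with enzyme for no effect and no enzyme for full effect; many of its hits are not listed in these tables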
KCNK3 inh: human KCNK3 channel inhibitors, primary screen, CHO cells, FluxOR thallium flux, B-score. Potassium channel subfamily K member 3 (Homo sapiens), O14649. FluxOR fluorescence; hits give low values. B-score at 10 µM. actives 0.84% (n = 340,000);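 active = B-score under library mean minus 4 SD, starting fluorescence ratio at most library mean plus 5 SD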;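 note: more negative B-score means stronger inhibition of thallium flux through KCNK3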
RGS4 act: RGS4 potentiators or activators, primary screen, cell-based, HEK293 M3R inducible RGS4, calcium flux; carbachol calcium flux Fluo4; hits give low values; actives 0.92% (n = 310,000); B-score at 10 µM;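 active = B-score of the integrated calcium signal more than 4 SD below the library mean, with starting fluorescence not abnormally high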;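 note: negative B-score means reduced calcium response which marks RGS4 activation or potentiation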
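Assay system: Inducible-RGS4 HEK293 cells carrying M3 receptor | Schedule: Compound preincubation 20 min at room temperature before agonist | Signal: Kinetic calcium fluorescence imaging with Fluo4-AM dye, 2 µM | Read-out basis: B score from integrated fluorescence ratio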
HDAC3 inhib: HDAC3 deacetylase inhibitors, primary screen, biochemical, fluorescence, cell-free homogeneous. actives 0.15% (n = 320,000). recombinant HDAC3, fluorogenic peptide/trypsin coupled. inhibition, % at 8.3 µM. Histone deacetylase 3 (Homo sapiens), O15379; in the data active = inhibition above about 26%, passing the limit was not always enough
GSK3B inh: human GSK3beta kinase inhibitors, primary screen, biochemical, cell-free homogeneous, HTS; AID 2097, 2009; GST-GSK3beta kinase, ADP-Glo luminescence, 60 min; hits give low values; actives 0.038% (n = 300,000); activity score (negative = inhibition), % at 10 µM; Glycogen synthase kinase-3 beta (Homo sapiens), P49841;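 active = more than half of replicate wells score below -50%, meaning over 50% inhibition versus plate controls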;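 note: 0% = median DMSO wells and -100% = median GW8510 positive control wells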
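Test system – GST-tagged human GSK3beta kinase, cell-free · Incubation – 60 min enzyme reaction, room temperature · Signal – ADP-Glo luminescence · Also added – peptide substrate and ATP at 25 µM · Controls – DMSO neutral wells and GW8510 at 20 µM as positive · Buffer or medium – Tris/MgCl2 kinase buffer · Measure – Luminescence-derived activity versus plate DMSO and GW8510 wells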
GSK3A inh: blockers of GSK3A enzyme activity – biochemical, luminescence, cell-free homogeneous, HTS, primary screen | GSK-3 alpha kinase, ADP-Glo luminescence, 60 min | actives 0.1% (n = 320,000) | AID 2650, 2010 | Glycogen synthase kinase-3 alpha (Homo sapiens), P49840 | inhibition, % at 10 µM;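 in the data active = inhibition above about 50%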;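 note: GST-tagged GSK-3 alpha with peptide substrate and 25 µM ATP; 0% = DMSO neutral wells and 100% = GW8510 positive control wells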
hERG protect: hERG rescue from dofetilide block, primary screen, cell-based, CHO-hERG, FluxOR thallium flux, dofetilide IC70 | Voltage-gated inwardly rectifying potassium channel KCNH2 (Homo sapiens), Q12809 | dofetilide IC70 present | activation (rescue from dofetilide block), less the hit threshold, % at 10 µM | actives 0.51% (n = 310,000);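 active = activation above the mean of controls blocked by dofetilide plus 5 SD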;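 note: thallium influx through hERG after potassium depolarization seen as dye fluorescence rise; in these data hits start at about 4.7%; inactives centre near -7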
Target sequence (Q12809 whole entry, looked up): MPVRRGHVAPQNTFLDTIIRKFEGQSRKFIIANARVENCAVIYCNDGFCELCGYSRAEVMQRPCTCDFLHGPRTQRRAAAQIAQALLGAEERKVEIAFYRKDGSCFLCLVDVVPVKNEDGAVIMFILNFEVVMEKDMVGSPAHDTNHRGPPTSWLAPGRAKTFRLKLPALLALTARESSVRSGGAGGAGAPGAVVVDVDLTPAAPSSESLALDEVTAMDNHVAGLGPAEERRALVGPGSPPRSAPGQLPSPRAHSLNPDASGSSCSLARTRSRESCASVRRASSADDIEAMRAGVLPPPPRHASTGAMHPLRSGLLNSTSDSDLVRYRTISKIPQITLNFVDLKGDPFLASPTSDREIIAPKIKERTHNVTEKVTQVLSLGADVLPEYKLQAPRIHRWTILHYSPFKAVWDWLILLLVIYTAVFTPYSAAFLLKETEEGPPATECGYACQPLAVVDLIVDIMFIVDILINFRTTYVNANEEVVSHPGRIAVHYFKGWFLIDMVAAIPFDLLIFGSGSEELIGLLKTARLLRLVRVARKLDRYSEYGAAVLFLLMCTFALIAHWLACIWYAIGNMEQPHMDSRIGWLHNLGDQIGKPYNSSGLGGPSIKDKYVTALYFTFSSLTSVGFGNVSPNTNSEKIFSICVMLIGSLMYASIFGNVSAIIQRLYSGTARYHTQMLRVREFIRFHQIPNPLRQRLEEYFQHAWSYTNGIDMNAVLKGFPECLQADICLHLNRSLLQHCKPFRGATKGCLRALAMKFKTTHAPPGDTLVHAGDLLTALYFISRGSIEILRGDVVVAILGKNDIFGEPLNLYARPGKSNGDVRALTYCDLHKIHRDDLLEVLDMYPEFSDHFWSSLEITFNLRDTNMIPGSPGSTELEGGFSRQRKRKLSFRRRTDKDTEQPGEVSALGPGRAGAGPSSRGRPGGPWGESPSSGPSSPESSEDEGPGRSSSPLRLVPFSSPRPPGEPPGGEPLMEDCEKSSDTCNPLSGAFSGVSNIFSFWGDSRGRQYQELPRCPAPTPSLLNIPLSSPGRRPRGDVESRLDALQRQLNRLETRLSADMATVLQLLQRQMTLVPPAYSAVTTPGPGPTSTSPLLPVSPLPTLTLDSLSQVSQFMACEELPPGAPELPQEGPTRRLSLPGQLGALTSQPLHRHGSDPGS
KCNK9 inh: KCNK9 potassium channel inhibitors, primary screen, HEK293 cells, thallium flux. Potassium channel subfamily K member 9 (Homo sapiens), Q9NPC2. AID 488922, 2010. FluxOR thallium flux fluorescence; hits give low values. B-score at 10 µM. actives 1.2% (n = 310,000);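 active = ratio B-score over 3 SD below the library mean, with starting fluorescence within 5 SD of its mean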;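 note: negative B-score means less thallium flux so channel inhibition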
PolyA inh: polyadenylation inhibitors in yeast reporter cells, primary screen, luminescence, S. cerevisiae | S. cerevisiae SKY197-pL101 polyadenylation reporter, beta-gal luminescence; efflux-impaired pdr1/pdr3 knockout yeast; score 100 = 6 SD above DMSO | calls only at 12 µM | actives 0.02% (n = 300,000);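 active = lowest replicate activity score at least 50, where 100 means six control SD above control mean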;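 note: yeast exposed to compound for 9 h at 30 °C; higher score means more reporter readthrough which indicates perturbed polyadenylation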
The depositor's hits bear a star; i = inactive; nt = no result given. Not all compounds are listed. The share of hits here may be higher or lower than overall.

canonical_smiles,KCNQ1 pot,KCNQ1 block,DYRK1A inh,KCNK3 inh,RGS4 act,HDAC3 inhib,GSK3B inh,GSK3A inh,hERG protect,KCNK9 inh,PolyA inh
CCOC(=O)c1c(C)nn(Cc2cccc(Cl)c2)c1N,i,i,5,i,i,1,3,0,-4,i,i
CCc1cccc(CC)c1NC(=O)C1CN(S(=O)(=O)c2ccccc2)CCN1S(=O)(=O)c1ccccc1 (centres undefined),i,i,-1,i,i,2,3,-1,-4,i,i
O=C(Cn1c(=O)oc2cc(S(=O)(=O)N3CCCCC3)ccc21)N1CCc2ccccc2C1,i,i,-3,i,i,11,-1,1,-14,i,i
O=C(CSc1nc2ccsc2c(=O)n1-c1ccccc1)N1CCCC1,i,i,4,i,i,-5,3,-2,-14,i,i
COc1ccccc1C/C(N)=N/OC(=O)c1ccc(C)c([N+](=O)[O-])c1,i,i,-10,i,i,-4,0,-1,-16,i,i
O=C(CC1C(=O)NCCN1Cc1ccc(-c2ccccc2)cc1)NCCCn1ccnc1 (centres undefined),i,i,-9,i,i,-4,2,-1,-11,i,i
Cc1cccc(-c2noc(CCC(=O)NC3CCCC3)n2)c1,i,i,nt,nt,i,-1,1,0,-7,i,i
O=C(CSc1nnc(COc2ccccc2F)n1-c1ccccc1)NC1CCS(=O)(=O)C1 (centres undefined),i,i,-2,i,i,0,4,-1,-10,i,i
CCN(c1ccccc1)c1nc2ccsc2c(=O)s1,i,i,34,i,i,4,-1,1,-13,i,nt
COCCCN1CC(=O)N2C(c3cccc(C)c3)c3[nH]c4ccccc4c3C[C@H]2C1=O (some centres undefined),i,i,2,i,i,-5,4,-1,-4,i,i
COc1ccc(NC(=O)CC2C(=O)NCCN2C(=O)c2ccc(N(C)C)cc2)cc1 (centres undefined),i,i,nt,i,i,7,2,-1,-10,i,i
Cc1c(-c2ccccc2)nc(N)c(C#N)c1-c1cccnc1,i,i,-4,i,i,0,-3,-2,-5,i,i
CC(C)NC(=O)c1onc(CSc2ccccn2)c1C(=O)NC(C)C,i,i,4,i,i,1,-4,-1,-3,i,i
CCOc1ccc(S(=O)(=O)N2CCN(C(=S)NC3CC3)CC2)cc1,i,i,-2,i,i,0,-2,-1,-9,i,i
Cc1nc(C)c(N)c(=O)[nH]1,i,i,2,i,i,-1,1,1,-1,i,i
Cc1ccc(-c2nsc3c(N4CCC(C(N)=O)CC4)ncnc23)cc1,i,i,-2,i,i,-8,1,0,-2,i,i
COc1ccc(-c2cccc([C@H]3[C@@H]4C=CCC[C@@]4(C)C(=O)N3Cc3ccccc3)c2)cc1,i,i,3,i,i,0,0,-4,-12,i,i
O=C1CC(c2ccccc2)CC(O)=C1C=NC1CCCC1 (centres undefined),i,i,-2,i,i,-1,2,-2,3,i,i
COc1ccc(C(=O)NC2CC(C)(C)Cc3c2cnn3-c2ccccc2)c(OC)c1 (centres undefined),i,i,-2,i,i,0,1,-1,-13,i,i
Cc1csc2ncc(C(=O)NCCC(c3ccccc3)c3ccccc3)c(=O)n12,i,i,0,i,i,3,0,0,-7,i,i
Cc1ccc(C(=O)NCc2ccccn2)cc1S(=O)(=O)N1CCCCC1,i,i,5,i,i,-5,-1,-3,-7,i,i
CN(C(=O)c1cc(-c2ccc3c(c2)OCO3)on1)c1ccccc1,i,i,11,i,i,3,-12,3,-4,i,i
Cc1cccc(OCCNC(=O)c2cncc(Br)c2)c1,i,i,2,i,i,3,1,-1,-7,i,nt
Cc1nn(Cc2ccc(Cl)cc2)c(C)c1N,i,i,0,i,i,4,-4,0,-8,i,i
COc1ccc(NC(=O)CN(Cc2ccccc2)S(C)(=O)=O)c(OC)c1,i,i,0,i,i,1,0,nt,-12,i,i
CCOc1cc(C(=S)N2CCC(O)CC2)ccc1OS(=O)(=O)c1ccc(Br)cc1,i,i,13,i,i,5,-3,-3,-4,i,i
CCn1cc(/C=C(\NC(=O)c2ccccc2Cl)C(=O)NCCN2CCOCC2)c2ccccc21,i,i,nt,i,i,-2,1,-3,-12,i,i
O=C(NCc1ccc(Cl)cc1)c1cc(=O)[nH]c2ccc(S(=O)(=O)N3CCOCC3)cc12,i,i,-5,i,i,4,5,-4,-14,i,i
CCCOC(=O)c1ccc(NC(=O)c2cnccn2)cc1,i,i,-1,i,i,4,2,-2,-4,i,i
COc1ccc(N(CC(=O)NCc2ccncc2)S(=O)(=O)c2ccc(C)c([N+](=O)[O-])c2)cc1,i,i,2,i,i,4,4,1,-8,i,i
CCCCn1c(N)c(N(CC(C)C)C(=O)C2CCN(S(=O)(=O)c3ccc(F)cc3)CC2)c(=O)[nH]c1=O,i,i,-5,i,i,-5,2,nt,-3,i,i
CCN1CCN(c2nc3ccccc3nc2C(C#N)S(=O)(=O)c2ccc(C)c(C)c2)CC1 (centres undefined),i,i,2,i,i,1,2,3,-12,i,i
NC(=O)c1nn(-c2ccccc2)nc1NC(=O)CN1CCOCC1,i,i,0,i,i,4,3,-1,-14,i,i
CCOc1[nH]n(-c2ccc(Cl)cc2)c(=O)c1C=NCc1cccnc1,i,i,-5,i,i,-17,0,0,-4,i,i
COCCNC(=S)N/N=C(\C)c1ccc(O)cc1,i,i,-2,i,i,1,1,1,-6,i,i
CC12CN3CCN(CC(C3)/C1=N\NC(=O)Nc1cccc(Cl)c1)C2,i,i,5,i,i,4,3,0,-9,i,i
O=C(O)C1CC=CCC1C(=O)Nc1cccc(F)c1 (centres undefined),i,i,-4,i,i,-2,-6,-2,-3,i,i
O=C(Cn1nc2ccccc2n1)N/N=C/c1ccc(F)cc1,i,i,-5,i,i,1,2,-6,-10,i,i
O=C(O)c1ccc(CSc2nc(-c3ccc(Cl)cc3)cc(C(F)(F)F)n2)cc1,i,i,4,i,-7.5*,nt,3,-3,-1,i,i
Cc1cccc(NC(=S)NNC(=O)Cc2ccccc2)c1,i,i,-1,i,i,-7,1,-1,-13,i,i
CC12CC3CC(C)(C1)CC(C(=O)NC(=S)N1CCCCC1)(C3)C2,i,i,-4,i,i,-5,2,2,-1,i,i
Cc1ccccc1NC(=S)/C(=C(\[O-])c1cc(C)n(Cc2ccccc2Cl)c1C)[n+]1ccccc1,i,i,2,i,i,2,1,-2,-24,i,i
COc1ccc(OC)c(CN2CCC(CNC(=O)Nc3cccc(Cl)c3)CC2)c1,i,i,3,i,i,1,-1,1,-10,i,i
Cc1ccc(S(=O)(=O)N(C)c2ccc(OCC(=O)NC3=NCCS3)cc2)cc1,i,i,-7,i,i,0,3,-1,-7,i,i
CCOC(=O)c1cccc(NC(=O)CSc2nc(N)cc(N)n2)c1,i,i,-1,i,i,-3,-1,-1,-14,i,i
COc1ccc(C(=O)C(=O)c2ccc(OCCO)cc2)cc1,i,i,20,i,i,1,-2,2,-8,i,i
CC1CCCN(C2=C(Cl)C(=O)N(c3cccc(Cl)c3)C2=O)C1 (centres undefined),i,i,-4,i,i,-3,-4,-4,-8,i,i
O=C1c2ccccc2C(=O)N1CCSc1nc2ccccc2c(=O)n1CCCN1CCOCC1,i,i,-2,i,i,2,0,0,-9,i,i
CC(C)c1ccc(OCC(=O)N2CCc3ccccc3C2)cc1,i,i,3,i,i,0,0,-2,-4,i,i
Cc1c(Cl)cccc1N1C(=O)C2ON(c3ccccc3)C(c3cccnc3)C2C1=O (centres undefined),i,i,-5,i,i,-5,-1,-1,-9,i,i

Remaining list, next part
canonical_smiles,KCNQ1 pot,KCNQ1 block,DYRK1A inh,KCNK3 inh,RGS4 act,HDAC3 inhib,GSK3B inh,GSK3A inh,hERG protect,KCNK9 inh,PolyA inh
CCC(=O)Oc1ccc(C2NC(=O)c3ccccc3O2)cc1OC (centres undefined),i,i,-2,i,-7.6*,-4,0,1,-7,i,i
CCc1ccc(N(CC(=O)NCC2CCCO2)C(=O)CCC(=O)Nc2nccs2)cc1 (centres undefined),i,i,-2,i,i,-3,2,0,-8,i,i
CCC(=O)N1CCN(c2ccc(NC(=O)c3ccc(-c4ccccc4)cc3)cc2)CC1,i,i,nt,nt,i,nt,2,nt,1,i,i
COc1cccc(NC(=O)C(NCC2CCCCC2)c2ccccc2)c1 (centres undefined),i,i,3,i,i,0,-2,-1,-2,i,i
O=C(NCc1ccccc1)c1cnc(Cl)c(Cl)c1,i,i,-6,i,i,-4,-1,-1,-11,i,i
CCn1c(CSc2nccn2C)nc2cc(C(=O)O)ccc21,i,i,5,i,i,-2,1,-6,-6,i,i
C/C(=N\NC(=O)c1ccc2c(c1)OCO2)c1ccc2c(c1)OCO2,i,i,nt,i,i,5,-1,0,1,i,i
O=C(O)c1c2c(nc3ccc(S(=O)(=O)N4CCC(C(=O)NCc5ccc(Cl)cc5)CC4)cc13)CCCC2,i,i,0,i,i,0,-1,nt,-8,i,i
COc1ccc(OC)c(NC(=O)c2cnn(-c3ccccc3)c2C)c1,i,i,-3,i,i,-1,-1,-3,-7,i,i
N#Cc1ccccc1NC(=O)COC(=O)c1ccc2c(c1)OCCO2,i,i,0,i,i,-6,-2,5,-3,i,i
